SIAH1 antagonists – blockers of Siah-1 interaction with plectin peptide – biochemical, fluorescence polarization, rhodamine-plectin, uHTS, primary screen (AID 1817) | Siah-1 / rhodamine-plectin peptide fluorescence polarization; higher % means a stronger effect | one-dose displacement, % at 20 µM; IC50 in µM for titrated hits | actives 0.02% (n = 290,000);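 active = displacement of at least 50% at 20 µM, with a fluorescence ratio check between 0.3 and a set limit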;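 also: plate controls were Siah plus tracer with DMSO for no effect and tracer alone without Siah for full effect; strong numbers were not always called active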
M17LAP inhibition – P. falciparum M17LAP inhibitors, primary screen, biochemical, fluorogenic H-Leu-NHMec substrate, 1536-well (AID 1619) | inhibition, % at 30 µM; hits with a dose series show IC50 in µM | actives 0.38% (n = 220,000) | recombinant M17LAP, H-Leu-NHMec fluorogenic kinetic assay; higher % means a stronger effect;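 active = compound inhibiting the enzyme by more than half at any dose during confirmatory dose-response retesting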;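 also: plate controls were full reaction with DMSO carrier for no effect and no enzyme background for full effect; strong numbers were not always called active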
Lipid droplet – modulators of hepatic lipid droplet formation; AML12 mouse hepatocytes, oleate lipid droplets, BODIPY imaging; inhibition, % at 6.5 µM; actives 0.4% (n = 240,000);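 active = lipid droplet intensity inhibited by at least 50%, with more than 500 cells counted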
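Material: mouse AML12 hepatocyte cell line, fixed after treatment; Timing: compound with oleate, overnight; Technique: high-content imaging of BODIPY-stained droplets and DAPI nuclei; Probe or stimulus: oleate, 100 µM final; Dosing: compound at 6.5 µM only.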
ER stress rescue – protection against thapsigargin-triggered cell killing – 384-well, CSM14.1, ATP luminescence, primary screen (AID 1222); CSM14.1 thapsigargin-induced death rescue, ATP luminescence; higher % means a stronger effect; one-dose cellular ATP content (survival), % at 20 µM; EC50 in µM for titrated hits; 190,000 tested, under 10 active;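 active = EC50 below 50 µM in the dose-response confirmation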;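 also: death triggered by thapsigargin at about 15 µM added after 2 h compound pretreatment; cell ATP read after overnight thapsigargin exposure of roughly 18 to 22 hours; normalized against plate controls of thapsigargin alone and 5% DMSO vehicle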
XIAP displacement – small molecules displacing peptide from XIAP – biochemical, IAP family, fluorescence polarization (AID 1018) | actives 0.007% (n = 200,000) | one-dose displacement, % at 20 µM; IC50 in µM for titrated hits | XIAP BIR domain, fluorescence polarization peptide displacement; higher % means a stronger effect; in the data active = displacement above about 50%; also: a part of the inactive calls stands beside numbers as strong as those of hits
AID2073 – inhibitors of Mint1-CaV2.2 protein interaction, biochemical, HTRF (AID 2073); HTRF protein-protein interaction, Mint1-CaV2.2; higher % means a stronger effect; inhibition, % at 20 µM; hits with a dose series show IC50 in µM; actives 0.19% (n = 290,000); in the data active = inhibition mostly above about 51%, no sharp cut-off; also: some results filed as inactive read as strong as hits
P. falciparum M1AAP – P. falciparum M1AAP inhibitors, biochemical, fluorogenic H-Leu-NHMec substrate, 1536-well (AID 1445); actives 0.42% (n = 220,000); recombinant M1AAP, H-Leu-NHMec fluorogenic kinetic assay; higher % means a stronger effect; inhibition, % at 30 µM, or IC50 in µM where a hit was titrated;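 active = primary inhibition above the hit cutoff, then over 50% inhibition at one or more dose response concentrations, cut at about 23% in these data, passing the limit was not always enough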;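 also: plate controls were DMSO full reaction for no effect and no enzyme background for full effect; strong numbers were not always called active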
HEK293 NOD2/NF-kB – inhibition of NOD2-driven NF-kB reporter – cell-based, luminescence, uHTS, HEK293 (AID 1566) | HEK293 NOD2/NF-kB luciferase reporter, luminescence; higher % means a stronger effect | one-dose inhibition, % at 4 µM; EC50 in µM for titrated hits | actives 0.63% (n = 290,000); also: many of its hits are not listed in these tables
LYP phosphatase – PTPN22 lymphoid phosphatase activity blockers – biochemical, fluorescence intensity, uHTS (AID 1779). recombinant LYP phosphatase, fluorescence intensity; higher % means a stronger effect. inhibition, % at 11.5 µM; hits with a dose series show IC50 in µM. actives 0.054% (n = 290,000);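 also: plate controls were vehicle with enzyme for no effect and no enzyme for full effect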
Lipid droplet cells 6.5 µM – also measured in Lipid droplet; calls as there; cell count; measured here: cell count, cytotoxicity flag;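 cells counted across two imaged fields per well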
* marks the source's active call; other numbers are inactive results; . = no result given. Rule as the data show it, unless noted: active = inhibition above about 50%; inactive = the rest. This is a subset; the hit share may differ from the screen's.

Start of the listing, in advance, 8 compounds:
The line under a structure holds: SIAH1 antagonists	M17LAP inhibition	Lipid droplet	Lipid droplet cells 6.5 µM	ER stress rescue	XIAP displacement	AID2073	P. falciparum M1AAP	HEK293 NOD2/NF-kB	LYP phosphatase
COc1cc(CNCc2ccccc2)c(Br)cc1OC1CCCC1
  4%	-3%	-3	646	-1.4%	-2.6%	2%	4%	6%	-2%
Cc1nn(C)c2ncc(C(N)=O)c(Oc3ccc(Cl)cc3)c12
  2%	-1%	24	690	.	.	8%	2%	7%	-4%
CCOC(=O)C1C(=O)NC(SC)=C(C#N)C1c1ccccc1F (stereo unspecified)
  2%	4%	.	.	0.1%	-2.9%	-5%	16%	12%	-8%
O=C(CSc1ncn[nH]1)Nc1nsc(-c2ccccc2)n1
  11%	62%	6	631	-3.1%	-2.6%	10%	18%	-9%	-12%
COc1cccc(-c2nnc(-c3ccccc3NC(=O)c3ccc(C(C)(C)C)cc3)o2)c1
  48%	3%	14	656	.	.	15%	-1%	25%	2%
C=C(C)C(=O)Nc1ccc2c(c1)OCCOCCOCCO2
  0%	-8%	3	698	.	.	21%	7%	19%	6%
COc1ccccc1NC(=O)N1CCN(CCc2ccccc2)CC1
  1%	-1%	-16	667	.	.	9%	2%	29%	-8%
Cc1ncc(CN2CCC(n3nccc3NC(=O)c3ccccc3)CC2)s1
  9%	.	15	864	.	.	4%	.	1%	-8%

This part in full, from the start:
The line under a structure holds: SIAH1 antagonists	M17LAP inhibition	Lipid droplet	Lipid droplet cells 6.5 µM	ER stress rescue	XIAP displacement	AID2073	P. falciparum M1AAP	HEK293 NOD2/NF-kB	LYP phosphatase
COc1cc(CNCc2ccccc2)c(Br)cc1OC1CCCC1
  4%	-3%	-3	646	-1.4%	-2.6%	2%	4%	6%	-2%
Cc1nn(C)c2ncc(C(N)=O)c(Oc3ccc(Cl)cc3)c12
  2%	-1%	24	690	.	.	8%	2%	7%	-4%
CCOC(=O)C1C(=O)NC(SC)=C(C#N)C1c1ccccc1F (stereo unspecified)
  2%	4%	.	.	0.1%	-2.9%	-5%	16%	12%	-8%
O=C(CSc1ncn[nH]1)Nc1nsc(-c2ccccc2)n1
  11%	62%	6	631	-3.1%	-2.6%	10%	18%	-9%	-12%
COc1cccc(-c2nnc(-c3ccccc3NC(=O)c3ccc(C(C)(C)C)cc3)o2)c1
  48%	3%	14	656	.	.	15%	-1%	25%	2%
C=C(C)C(=O)Nc1ccc2c(c1)OCCOCCOCCO2
  0%	-8%	3	698	.	.	21%	7%	19%	6%
COc1ccccc1NC(=O)N1CCN(CCc2ccccc2)CC1
  1%	-1%	-16	667	.	.	9%	2%	29%	-8%
Cc1ncc(CN2CCC(n3nccc3NC(=O)c3ccccc3)CC2)s1
  9%	.	15	864	.	.	4%	.	1%	-8%
CC(=O)Nc1nc(=O)c2ccccc2s1
  -2%	-2%	.	.	8.9%	-1.5%	-14%	7%	-3%	-2%
Cc1nnsc1NC(=O)OCc1ccc(C(F)(F)F)cc1
  3%	9%	.	.	1.7%	-4.5%	-1%	1%	-2%	-11%
CCOc1ccc(NC(=O)CN2CCN(S(=O)(=O)c3ccc(Cl)cc3)CC2)cc1
  2%	13%	.	.	3.8%	-4.3%	11%	2%	4%	-5%
C=CCNC1=C(Cl)C(=O)c2ccccc2C1=O
  8%	4%	-19	643	4.2%	-3.2%	-8%	3%	26%	-2%
Cc1cc(=O)oc2c3c(cc(OCC(=O)NCc4ccncc4)c12)OC(C)(C)CC3
  0%	.	.	.	.	.	43%	.	6%	-30%
CN(C)CCCN(C(=O)C1COc2ccccc2O1)c1nc2ccc(F)cc2s1 (stereo unspecified)
  15%	-1%	-13	734	-0.9%	-5.8%	-8%	1%	-4%	-7%
COc1ccccc1C(=O)Nc1ccnn1C1CCN(C(=O)c2cnsn2)CC1
  -4%	.	.	.	.	.	-1%	.	5%	-11%
COC(=O)C(C)Oc1ccc2cc(-c3ccccc3)c(=O)oc2c1 (stereo unspecified)
  -4%	.	2	776	.	.	18%	.	-3%	-22%
COCCN(C(=O)c1csnn1)C(C(=O)NC1CCCCC1)c1ccc(C)cc1 (stereo unspecified)
  7%	.	-2	826	.	.	9%	.	7%	-9%
COC(=O)c1ccc(NC(=O)C2CC(=O)OC2c2ccccc2)cc1 (stereo unspecified)
  2%	13%	16	727	.	.	-9%	11%	11%	-9%
O=C(CCNS(=O)(=O)c1ccc(Br)cc1)NCc1ccc2c(c1)OCO2
  4%	-7%	.	.	-0.8%	-2.1%	33%	11%	-53%	6%
O=C1NC(=Nc2ccccc2)S/C1=C\c1ccccc1
  -3%	.	2	822	.	.	13%	.	15%	-11%
COC(=O)c1oc2ccc(Cl)cc2c1-n1cccc1
  -1%	9%	2	733	1.0%	-2.6%	1%	8%	1%	-2%
C=CCNCCCOc1ccc(C)cc1Br
  -1%	-10%	-8	603	-1.8%	-3.3%	-4%	-2%	-59%	-1%
CCCNC(=O)COC(=O)/C=C/c1cccc(F)c1
  -2%	-11%	4	665	-1.5%	0.8%	6%	3%	12%	-2%
Cc1ccc2cc(C#N)c(SCC(=O)Nc3ccc4sc(C)nc4c3)nc2c1
  4%	-12%	-16	523	0.8%	0.1%	16%	5%	1%	2%
CCOc1ncccc1C(=O)Nc1c(C)n(C)n(-c2ccccc2)c1=O
  -4%	.	-14	769	.	.	10%	.	-6%	-8%
Cc1nn(Cc2nnc(SCC(=O)Nc3cccc(C(F)(F)F)c3)n2C)c(C)c1[N+](=O)[O-]
  -4%	11%	21	624	.	.	-1%	2%	-6%	-3%
Cc1ccccc1OCC(=O)NC(=S)Nc1ccc(Br)c(C)n1
  0%	8%	.	.	1.6%	-1.9%	-1%	-2%	8%	-6%
OCCN(CCO)CC(O)COc1ccc(C23CC4CC(CC(C4)C2)C3)cc1 (stereo unspecified)
  11%	-10%	14	611	5.4%	-4.3%	-4%	10%	52%*	-5%
Cc1c(N(C(=O)CNC(=O)c2ccccc2)C2(C(=O)NC3CCCC3)CCCCC2)c(=O)n(-c2ccccc2)n1C
  -6%	2%	-18	726	2.4%	-0.4%	2%	1%	7%	-8%
Cc1cccc(NC(=O)CC2c3ccccc3Oc3ccccc32)c1
  5%	-10%	7	595	0.2%	-2.9%	3%	3%	-15%	4%
Cc1ccc(NC(=S)NCCc2c[nH]c3ccccc23)c(C)c1
  -1%	-2%	-24	763	.	.	14%	-1%	-24%	-5%
CC(C)(O)C#Cc1ccc(C(=O)NCCC(=O)O)s1
  -5%	-3%	18	656	1.7%	-3.1%	-8%	-4%	12%	-8%
O=C(Nc1ccc(NC(=S)NC(=O)c2ccccc2F)cc1)c1cccs1
  1%	0%	28	652	9.9%	-2.0%	35%	4%	20%	2%
CCCCCSc1nnc2c(n1)OC(C)N(C(C)=O)c1ccccc1-2 (stereo unspecified)
  1%	8%	.	.	0.3%	-3.7%	10%	10%	8%	-8%
O=C(/C=C/c1ccccc1)N/C(=C/c1ccccc1)C(=O)NCCCO
  -6%	7%	-1	542	-0.8%	-6.4%	0%	-1%	4%	-2%
O=C(CCC(=O)N1CCCCC1)Nc1nnc(C2CCCCC2)s1
  3%	.	-1	678	.	.	2%	.	18%	-4%
CCn1nc(C)c(CNC(=O)Nc2ccccc2C(=O)OC)c1C
  0%	3%	-15	644	-1.4%	-5.0%	2%	0%	22%	-2%
Cc1ccnc(NC(=O)C23CC4CC(CC(C4)C2)C3)c1
  4%	8%	10	679	-1.1%	-8.2%	-2%	1%	5%	-1%
COc1ccc(S(=O)(=O)N2Cc3ccccc3CC2C(=O)Nc2nccs2)cc1OC (stereo unspecified)
  4%	-7%	-54	582	.	-2.5%	2%	-1%	-48%	3%
O=C(Nc1cccn2ncnc12)c1ccccc1
  4%	-1%	.	.	-1.1%	-3.0%	8%	1%	11%	-4%
O=C1C2C(C(=O)N1/N=C/c1cc([N+](=O)[O-])c(O)cc1O)C1C=CC2C12CC2 (stereo unspecified)
  -5%	1%	22	665	-1.6%	-5.5%	13%	8%	-10%	0%
O=[N+]([O-])c1ccc(CSc2nnc(SCc3ccc(Cl)cc3)s2)cc1
  4%	4%	-13	649	2.9%	0.2%	9%	2%	-41%	1%
O=C(O)CNC(=O)/C(=C/c1cccc([N+](=O)[O-])c1)NC(=O)c1ccco1
  6%	15%	8	644	-1.8%	-4.2%	8%	5%	16%	-6%
Cc1cnc(N2C(=O)c3ccc([N+](=O)[O-])cc3C2=O)s1
  -6%	2%	6	674	0.2%	-8.6%	-5%	7%	11%	-5%
COCCN(C(=O)CSc1nnc(C)n1Cc1ccccc1)c1c(N)n(CC(C)C)c(=O)[nH]c1=O
  11%	2%	10	657	1.0%	-4.5%	9%	3%	7%	-4%
CC(=O)c1cn(C)c(=O)[nH]c1=O
  3%	2%	3	727	-1.6%	1.4%	5%	11%	0%	0%
Cc1cc2n(n1)C(c1ccccc1Cl)Nc1ccccc1-2 (stereo unspecified)
  3%	4%	0	742	-5.3%	0.7%	0%	4%	-42%	2%
COC(CNC(=O)c1cccc2c1C(=O)N(Cc1cccnc1)C2)OC
  0%	2%	17	782	1.0%	-3.8%	1%	-1%	-12%	0%

Source: PubChem (several laboratories)
